Bioassay records (PubChem BioAssay)
mABHD4 FP – inhibits mouse alpha/beta hydrolase domain 4; Q8VD66; inhibition, % at 8.92 µM; 370,000 tested, 0.54% active; purified mABHD4, FP-Rh probe fluorescence polarization; AID 720543;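 active means inhibition exceeding the mean over every tested compound plus 3 SD, cut at about 30% in these data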;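 further: 0% = plate median of compound wells and 100% = S159A mutant with DMSO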
Target sequence (Q8VD66 whole entry, looked up, the tested form may be a part): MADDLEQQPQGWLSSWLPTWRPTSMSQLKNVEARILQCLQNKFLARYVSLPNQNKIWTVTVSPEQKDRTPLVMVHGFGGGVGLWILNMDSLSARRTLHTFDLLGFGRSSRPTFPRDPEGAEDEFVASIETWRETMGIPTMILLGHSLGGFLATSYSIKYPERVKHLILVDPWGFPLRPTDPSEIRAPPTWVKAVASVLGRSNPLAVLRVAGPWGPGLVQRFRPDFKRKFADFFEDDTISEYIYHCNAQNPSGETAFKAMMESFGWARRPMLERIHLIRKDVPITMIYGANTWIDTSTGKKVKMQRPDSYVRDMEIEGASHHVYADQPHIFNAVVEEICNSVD
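Assay system: mouse ABHD4 enzyme, wild type / Also added: fluorescent activity-based probe FP-Rh / Doses: single nominal dose of 8.92 µM, 0.89% DMSO final / Timing: 45 min compound pre-incubation plus 60 min probe step, 25 °C / Signal: FP readout, ex 525 nm / em 598 nm / Control set: S159A mutant/DMSO as 100%, compound-well median as 0%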
rCAG binder – molecules binding r(CAG) RNA repeats; r(CAG) RNA repeat, TO-PRO-1 dye displacement fluorescence; inhibition, % at 3 µM; 370,000 tested, 1.3% active; AID 651821;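 active means inhibition above the plate cutoff, the mean of all test compounds on that plate plus 3 SD, cut at about 35% in these data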;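 further: 0% = DMSO alone and 100% = 100 µM mitoxantrone as full dye displacement; higher means more dye released from RNA so lower well fluorescence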
MBD2 DNA inh – MBD2-methylated oligo binding inhibition. Q9UBB5. TR-FRET, MBD2 binding to methylated oligonucleotide. inhibition, % at 4.4 µM. 370,000 tested, 0.31% active; in the data active means inhibition above about 13%
Target sequence (Q9UBB5 whole entry, looked up): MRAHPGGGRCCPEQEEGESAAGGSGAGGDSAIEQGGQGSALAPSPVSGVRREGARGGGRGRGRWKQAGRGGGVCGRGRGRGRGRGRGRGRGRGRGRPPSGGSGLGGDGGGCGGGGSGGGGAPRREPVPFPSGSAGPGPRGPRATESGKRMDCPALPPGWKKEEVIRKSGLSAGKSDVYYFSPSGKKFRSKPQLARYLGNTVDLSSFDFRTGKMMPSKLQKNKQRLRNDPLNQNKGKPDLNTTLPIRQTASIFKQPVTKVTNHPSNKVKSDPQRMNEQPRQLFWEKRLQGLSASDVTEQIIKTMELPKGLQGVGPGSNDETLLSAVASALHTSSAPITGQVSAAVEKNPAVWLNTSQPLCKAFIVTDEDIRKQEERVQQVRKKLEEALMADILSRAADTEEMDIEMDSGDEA
UHRF1 binding – UHRF1 methyl-DNA binding inhibition; UHRF1 binding to methylated oligo, TR-FRET; inhibition, % at 4.4 µM; 370,000 tested, 0.75% active; Q96T88; in the data active means inhibition above about 21%;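 further: UHRF1 SRA domain binding a hemimethylated CpG hairpin DNA probe; 0% = median of test compound wells and 100% = reference inhibitor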
HTRA1 inhibitor – blocks human HTRA1 serine peptidase; Q92743; recombinant HTRA1, FP-rhodamine activity-based probe, fluorescence polarization; inhibition, % at 5.96 µM; 340,000 tested, 0.5% active; in the data active means inhibition above about 36%;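 further: 0% = enzyme with DMSO and 100% = wells lacking enzyme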
PG9 Ab binder – small molecules binding HIV-1 gp120 antibody PG9; TR-FRET gp120-PG9 antibody binding; inhibition, % at 6.7 µM; 360,000 tested, 0.43% active; AID 624416; in the data active means inhibition above about 8.5%
TCR CD3 inh – human TCR-CD3 binding inhibition. 360,000 tested, 0.37% active. TAMRA-labeled TCR probe fluorescence, biochemical. inhibition, % at 9.4 µM. AID 651800; in the data active means inhibition above about 19%;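 further: recombinant mutant TCR 2C K166C tagged with TAMRA read by polarization; 0% = receptor in buffer alone and 100% = receptor with positive control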
LEDGF integ inh – blocks HIV-1 LEDGF/p75-dependent DNA integration; TR-FRET IN-LEDGF/p75 DNA integration, Eu/Cy5; AID 743269; inhibition, % at 3.7 µM; 370,000 tested, 0.64% active;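 active means inhibition above the screen-wide mean plus 3 SD, cut at about 13% in these data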;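 further: signal is the Cy5 over europium emission ratio at 671 and 618 nm; 0% = plate median of compound wells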
Rev-erbA mod – modulates human Rev-erb alpha binding to DNA. P20393. Rev-erbα–FITC-DNA binding, fluorescence polarization, 90 min. activity, % at 10 µM. 370,000 tested, 0.79% active;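 active means activity above about 14%, limit read from the data; passing the limit was not always enough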;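 further: 0% = DMSO wells with 35 nM protein and 100% = DMSO wells with 750 nM protein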
PRMT1 FP inh – PRMT1 (human) inhibition, primary screen | recombinant PRMT1, activity-based probe fluorescence polarization | Q99873 | 370,000 tested, 1.3% active | inhibition, % at 2.79 µM;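 active means inhibition above about 21% made by adding two undisclosed values, limit read from the data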
Active calls of the source: *.

For Cc1ccc(NC(=O)n2ncc3c(C)cccc32)cc1F the results were mABHD4 FP 0.5, rCAG binder 0.2, MBD2 DNA inh 1.4, UHRF1 binding -3.9, HTRA1 inhibitor 0.9, PG9 Ab binder -1.4, TCR CD3 inh 3.1, LEDGF integ inh -5.6, Rev-erbA mod 0.0 and PRMT1 FP inh -1.6.
`CCCCn1c(SCC(=O)NCc2ccc3c(c2)OCO3)nnc1C(CC)N(C)C` (stereo not given) gave mABHD4 FP 3.9, rCAG binder -7.1, MBD2 DNA inh -0.4, UHRF1 binding 4.6, HTRA1 inhibitor 5.1, PG9 Ab binder -0.8, TCR CD3 inh -6.7, LEDGF integ inh -6.5, Rev-erbA mod -2.0 and PRMT1 FP inh 2.2.
CCCC1C2C(=O)N(c3cccc(C)c3)C(=O)C2ON1c1ccccc1 (stereo not given) was read as mABHD4 FP 1.6, rCAG binder -0.5, MBD2 DNA inh -0.8, UHRF1 binding -1.8, HTRA1 inhibitor 4.2, PG9 Ab binder 1.4, TCR CD3 inh 14.9, LEDGF integ inh -2.9, Rev-erbA mod -8.4 and PRMT1 FP inh -3.1.
For COc1cc(/C=C2\NC(=S)N(C)C2=O)ccc1OCc1ccccc1F the results were mABHD4 FP -16.2, rCAG binder 16.4, MBD2 DNA inh 4.8, UHRF1 binding 0.7, HTRA1 inhibitor -16.9, PG9 Ab binder -2.1, TCR CD3 inh -2.1, LEDGF integ inh 3.5, Rev-erbA mod 3.8 and PRMT1 FP inh 0.2.
For CCCCn1c(SCC(=O)N2CCCC2=O)nc2cc(S(N)(=O)=O)ccc21 the results were mABHD4 FP -0.1, rCAG binder 3.1, MBD2 DNA inh -1.0, UHRF1 binding 3.0, HTRA1 inhibitor 9.5, PG9 Ab binder -1.8, TCR CD3 inh -4.9, LEDGF integ inh 2.1, Rev-erbA mod -3.4 and PRMT1 FP inh 0.9.
For COc1cc(-c2cc(C(=O)Nc3cc(S(=O)(=O)N4CCOCC4)ccc3C)c3ccccc3n2)cc(OC)c1OC the results were mABHD4 FP -21.1, rCAG binder 12.1, MBD2 DNA inh -2.1, UHRF1 binding -0.1, HTRA1 inhibitor -14.3, PG9 Ab binder -1.0, TCR CD3 inh -4.4, LEDGF integ inh -1.2, Rev-erbA mod -0.4 and PRMT1 FP inh -0.9.
Screening O=C(/C=C/c1ccc(O)cc1)c1ccccc1 returned mABHD4 FP -1.8, rCAG binder 1.6, MBD2 DNA inh 0.4, UHRF1 binding -2.1, HTRA1 inhibitor 8.6, PG9 Ab binder 0.5, TCR CD3 inh 4.8, LEDGF integ inh 5.6, Rev-erbA mod 5.5 and PRMT1 FP inh -1.2.
Screening Cc1c(OCC(=O)N2CCC(C(=O)O)CC2)ccc2c1oc(=O)c1ccccc12 returned mABHD4 FP -23.9, rCAG binder 6.0, MBD2 DNA inh 5.7, UHRF1 binding 1.9, HTRA1 inhibitor 9.2, PG9 Ab binder 2.8, TCR CD3 inh 5.8, LEDGF integ inh -1.0, Rev-erbA mod 5.1 and PRMT1 FP inh 0.9.
`COc1ccc(OCC(=O)OCC(=O)NC2CCCCC2C)cc1` (stereo not given) gave mABHD4 FP -1.5, rCAG binder 2.6, MBD2 DNA inh -0.8, UHRF1 binding -2.3, HTRA1 inhibitor 13.6, PG9 Ab binder -0.9, TCR CD3 inh -3.0, LEDGF integ inh -3.9, Rev-erbA mod -0.9 and PRMT1 FP inh -1.0.
`COC(=O)c1sc(NC(=O)c2ccco2)c(C#N)c1C` gave mABHD4 FP -4.8, rCAG binder 1.1, MBD2 DNA inh 2.7, UHRF1 binding -1.1, HTRA1 inhibitor 1.6, PG9 Ab binder -0.1, TCR CD3 inh 1.9, LEDGF integ inh 1.1, Rev-erbA mod -0.7 and PRMT1 FP inh -0.4.
For COc1ccc(NC(=O)Cc2ccc(-c3ccccc3)cc2)cn1 the results were mABHD4 FP 1.1, rCAG binder -1.0, MBD2 DNA inh 0.2, UHRF1 binding -2.4, HTRA1 inhibitor 0.5, PG9 Ab binder 2.0, TCR CD3 inh 3.5, LEDGF integ inh -0.8, Rev-erbA mod -3.8 and PRMT1 FP inh 1.2.
COc1ccc(C(C)(C)NC(=O)C2CCC(=O)N(C3CC3)C2)cc1OC (stereo not given) was read as mABHD4 FP 4.2, rCAG binder -3.1, MBD2 DNA inh -1.2, UHRF1 binding 0.6, HTRA1 inhibitor 7.3, PG9 Ab binder 0.1, TCR CD3 inh 6.5, LEDGF integ inh -0.9, Rev-erbA mod -5.9 and PRMT1 FP inh -1.5.
CNc1cc(C(=O)Nc2cccc(OCc3ccccc3)c2)ncn1 was read as mABHD4 FP -10.2, rCAG binder 2.1, MBD2 DNA inh 1.4, UHRF1 binding 1.4, PG9 Ab binder 0.1, TCR CD3 inh 9.1, LEDGF integ inh 1.4, Rev-erbA mod 7.7 and PRMT1 FP inh 0.9.
Screening COc1ccc(NC(=O)c2oc3ccccc3c2CSC)cn1 returned mABHD4 FP -5.0, rCAG binder -0.8, MBD2 DNA inh -1.0, UHRF1 binding 0.2, HTRA1 inhibitor -21.8, PG9 Ab binder -1.4, TCR CD3 inh -3.5, LEDGF integ inh -3.5, Rev-erbA mod 4.2 and PRMT1 FP inh 3.7.
Screening COc1ccc(CCNC(=O)C(=O)NCC2OCCN2S(=O)(=O)c2cccs2)cc1OC (stereo not given) returned mABHD4 FP 4.1, rCAG binder 3.4, MBD2 DNA inh 1.8, UHRF1 binding -0.7, HTRA1 inhibitor 0.7, PG9 Ab binder 0.3, TCR CD3 inh 6.5, LEDGF integ inh -4.8, Rev-erbA mod 2.8 and PRMT1 FP inh 1.3.
`CCOC(=O)C1CCN(Cc2nc3ccccc3c(=O)n2-c2ccc(OCC)cc2)CC1` gave mABHD4 FP 6.4, rCAG binder -12.2, MBD2 DNA inh 3.4, UHRF1 binding 1.5, HTRA1 inhibitor -6.9, PG9 Ab binder 0.1, TCR CD3 inh -3.7, LEDGF integ inh -0.1, Rev-erbA mod 3.9 and PRMT1 FP inh 0.0.
`O=C(c1ccc([N+](=O)[O-])s1)N1CCN(c2ncccn2)CC1` gave mABHD4 FP -0.3, rCAG binder 1.9, MBD2 DNA inh 1.7, UHRF1 binding -4.0, HTRA1 inhibitor 7.6, PG9 Ab binder 1.1, TCR CD3 inh 3.0, LEDGF integ inh 2.4, Rev-erbA mod 5.8 and PRMT1 FP inh -1.7.
Screening CCOC(=O)C1=C(COC(=O)CCc2ccc(F)cc2)NC(=O)NC1C (stereo not given) returned mABHD4 FP -7.1, rCAG binder -1.5, MBD2 DNA inh -3.6, UHRF1 binding 3.5, HTRA1 inhibitor -2.4, PG9 Ab binder 0.7, TCR CD3 inh -7.3, LEDGF integ inh 0.8, Rev-erbA mod -2.0 and PRMT1 FP inh 4.9.
`O=C(Cc1ccc(Br)cc1)N1CCCCCC1` gave mABHD4 FP -5.0, rCAG binder -7.2, MBD2 DNA inh -0.6, UHRF1 binding 0.8, HTRA1 inhibitor 3.1, PG9 Ab binder 0.3, TCR CD3 inh -2.4, LEDGF integ inh 0.5, Rev-erbA mod -2.6 and PRMT1 FP inh 0.4.
Screening COc1ccc(S(=O)(=O)Nc2ccccc2C)cc1C(=O)N1CCOCC1 returned mABHD4 FP -1.8, rCAG binder -1.1, MBD2 DNA inh 1.9, UHRF1 binding 2.0, HTRA1 inhibitor -6.8, PG9 Ab binder -1.6, TCR CD3 inh -2.1, LEDGF integ inh 7.0, Rev-erbA mod 3.8 and PRMT1 FP inh 2.6.

2 compounds drawn at random from the list so far, as already listed:
Screening COc1ccc(NC(=O)c2oc3ccccc3c2CSC)cn1 returned mABHD4 FP -5.0, rCAG binder -0.8, MBD2 DNA inh -1.0, UHRF1 binding 0.2, HTRA1 inhibitor -21.8, PG9 Ab binder -1.4, TCR CD3 inh -3.5, LEDGF integ inh -3.5, Rev-erbA mod 4.2 and PRMT1 FP inh 3.7.
For COc1ccc(NC(=O)Cc2ccc(-c3ccccc3)cc2)cn1 the results were mABHD4 FP 1.1, rCAG binder -1.0, MBD2 DNA inh 0.2, UHRF1 binding -2.4, HTRA1 inhibitor 0.5, PG9 Ab binder 2.0, TCR CD3 inh 3.5, LEDGF integ inh -0.8, Rev-erbA mod -3.8 and PRMT1 FP inh 1.2.

(continued)
For Cc1cc(S(=O)(=O)NCc2cccs2)ccc1-n1cnnn1 the results were mABHD4 FP 1.4, rCAG binder -1.5, MBD2 DNA inh 3.6, UHRF1 binding 2.5, HTRA1 inhibitor -1.5, PG9 Ab binder 0.5, TCR CD3 inh -8.0, LEDGF integ inh -0.6, Rev-erbA mod -2.4 and PRMT1 FP inh 1.9.
For O=C(CN1C(=O)CSC1=O)c1ccccc1 the results were mABHD4 FP 5.5, rCAG binder 1.6, MBD2 DNA inh -1.3, UHRF1 binding 0.5, HTRA1 inhibitor 0.2, PG9 Ab binder 1.6, TCR CD3 inh -1.3, LEDGF integ inh 1.2, Rev-erbA mod 1.2 and PRMT1 FP inh -0.3.
CCc1nnc(NC(=O)CN2CCN(c3cccc(OC)c3)CC2)s1 was read as mABHD4 FP 2.7, rCAG binder -4.4, MBD2 DNA inh -2.3, UHRF1 binding -1.9, HTRA1 inhibitor -4.8, PG9 Ab binder 0.1, TCR CD3 inh 7.9, LEDGF integ inh -0.8, Rev-erbA mod -1.8 and PRMT1 FP inh 0.9.
`Cn1c2c(c(=O)n(C)c1=O)C(NC(=O)c1cccs1)(C(F)(F)F)C(=O)N2` (stereo not given) gave mABHD4 FP 0.8, rCAG binder 1.4, MBD2 DNA inh 1.6, UHRF1 binding 0.3, HTRA1 inhibitor 3.0, PG9 Ab binder 0.2, TCR CD3 inh 5.2, LEDGF integ inh -1.3, Rev-erbA mod 1.0 and PRMT1 FP inh -1.2.
Screening Cc1[nH]c2ccccc2c(=O)c1CN1CCCCCC1 returned mABHD4 FP -5.5, rCAG binder 7.1, MBD2 DNA inh 4.4, UHRF1 binding -3.5, HTRA1 inhibitor -5.5, PG9 Ab binder -0.4, TCR CD3 inh 0.1, LEDGF integ inh -4.8, Rev-erbA mod 3.2 and PRMT1 FP inh 1.2.
For COc1ccc(OC)c(Nc2ncnc3sc(-c4ccccc4)cc23)c1 the results were mABHD4 FP 0.1, rCAG binder 5.2, MBD2 DNA inh 2.1, UHRF1 binding 0.2, HTRA1 inhibitor -20.5, PG9 Ab binder 1.1, TCR CD3 inh -0.4, LEDGF integ inh 0.9, Rev-erbA mod 2.3 and PRMT1 FP inh -0.2.
Screening CNC(=O)/C(C#N)=C/c1c(N2CCN(C)CC2)nc2c(C)cccn2c1=O returned mABHD4 FP -0.1, rCAG binder -4.6, MBD2 DNA inh -0.6, UHRF1 binding -4.8, HTRA1 inhibitor 0.4, PG9 Ab binder -0.6, TCR CD3 inh -6.1, LEDGF integ inh 8.0, Rev-erbA mod 5.1 and PRMT1 FP inh 1.9.
CC(=O)NC(=S)NNC(=O)C(c1ccccc1)c1ccccc1 was read as mABHD4 FP -1.4, rCAG binder -0.1, MBD2 DNA inh -3.4, UHRF1 binding -1.7, HTRA1 inhibitor 15.8, PG9 Ab binder -0.5, TCR CD3 inh 0.0, LEDGF integ inh -3.1, Rev-erbA mod 6.0 and PRMT1 FP inh -2.9.
For Cc1ccc(C)c(NCc2n[nH]c(=S)n2-c2ccccc2)c1 the results were mABHD4 FP 2.8, rCAG binder 2.0, MBD2 DNA inh 0.8, UHRF1 binding 0.2, HTRA1 inhibitor 0.3, PG9 Ab binder -0.3, TCR CD3 inh 5.4, LEDGF integ inh -0.3, Rev-erbA mod -2.3 and PRMT1 FP inh 1.2.

This is a subset; the hit share may differ from the screen's.
